KCNH2 3.1 block: qHTS for Inhibitors of KCHN2 3.1: Mutant qHTS; U2OS KCNH2 3.1, thallium flux FluxOr; hits give low values; activity change, % (tested at about 1.8 µM); actives 0.95% (n = 340,000); AID 720553, 2013;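 active means maximum activity change below -70%; inconclusive means maximum activity change from -70% to -50%; inactive means maximum activity change above -50%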;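 further: thallium influx rate constant from kinetic fluorescence after stimulation buffer; on the % scale 0 is the no-effect control and ±100 the full control effect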
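Steps: virus added to U2OS suspension (4 h, RT, dark); medium with 10% FBS added, cells plated, 37 C overnight; FluxOr/Red40 loading buffer 45 min RT; stimulation buffer, 2 min kinetic read; rate constant normalized.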
Integrin act MD: qHTS for Activators of Integrin-Mediated Alleviation for Muscular Dystrophy; Potency, µM (titrated, usually from 38.3 µM), without a hit: at the top dose activation, hits mostly activators; alpha7betagal myoblasts, beta-gal FDG fluorescence, 48 h; actives 0.064% (n = 350,000);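 further: potency means the concentration at half of the fitted maximal effect; 100% = response of the positive control SU9516; nearly all actives have a fitted effect of over 60% in size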
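Alpha7betagal+/- myoblasts (passage 13) were plated 16-24 hr, then exposed to compounds (1:260 dilution of DMSO stock) for 48 hours at 37C. After MPER lysis, β-galactosidase reporter activity was read as FDG fluorescence (ex 480/em 540) after 30 minutes.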
A-T KAP1 phos: qHTS Assay for Identifying a Potential Treatment of Ataxia-Telangiectasia. […] A-T fibroblasts, KAP-1 phosphorylation AlphaLISA; neocarzinostatin DNA damage 30 min before lysis. Potency, µM (top dose mostly 57.5 µM), for inactives: top-dose activation, usual class: activators. actives 0.19% (n = 320,000). AID 485349, 2010; further: potency means the concentration at half of the fitted maximal effect; % of control where 0% means no effect; nearly all actives have a fitted effect of over 45% in size
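hTERT-immortalized A-T patient fibroblasts ([…]), 500 cells/well in OPTI-MEM, 1% FBS, got compounds for 60 min, then NCS for 30 min at 37C. Lysates were then assayed for phospho-KAP-1 by AlphaLISA (anti-pKAP1 donor, anti-KAP1 acceptor beads), 6 hr at 25C.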
ASM inhibitor: Inhibitors of Secretory Acid Sphingomyelinase (S-ASM): qHTS; Potency, µM (top dose mostly 57.5 µM), inactives show at the highest dose activity change, negative = inhibition, actives largely listed as inhibitors; actives 0.006% (n = 340,000); AID 504937, 2011; placental ASM, HMU-PC fluorogenic substrate, 60 min; further: potency means the concentration at half of the fitted maximal effect
Target sequence (P17405 47-631 limits assumed): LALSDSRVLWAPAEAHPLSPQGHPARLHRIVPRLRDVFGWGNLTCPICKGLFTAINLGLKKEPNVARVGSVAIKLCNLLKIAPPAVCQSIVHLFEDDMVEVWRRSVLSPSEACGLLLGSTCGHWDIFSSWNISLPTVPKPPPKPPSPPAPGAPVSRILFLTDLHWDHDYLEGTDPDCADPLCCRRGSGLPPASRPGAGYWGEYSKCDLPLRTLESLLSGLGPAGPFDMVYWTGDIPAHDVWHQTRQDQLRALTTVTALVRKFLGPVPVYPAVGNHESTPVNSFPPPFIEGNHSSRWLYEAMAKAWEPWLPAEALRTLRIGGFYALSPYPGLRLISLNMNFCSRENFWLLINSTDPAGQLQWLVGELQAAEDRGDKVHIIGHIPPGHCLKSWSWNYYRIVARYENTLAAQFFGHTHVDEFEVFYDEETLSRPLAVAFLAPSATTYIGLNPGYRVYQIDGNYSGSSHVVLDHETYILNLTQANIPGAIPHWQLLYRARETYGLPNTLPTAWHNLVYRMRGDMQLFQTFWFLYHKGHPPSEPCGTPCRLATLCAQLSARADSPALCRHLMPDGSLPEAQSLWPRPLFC
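Steps: dispense placental human ASM, pin compound, wait 10 min at room temperature, add HMU-PC0 substrate at 9 uM final, incubate 60 min at 37 °C, add stop solution raising pH to 10, read fluorescence.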
KCNH2 WT inh: qHTS for Inhibitors of KCHN2 3.1: Wildtype qHTS; activity change, % at 1.84 µM; U2OS, BacMam KCNH2, thallium flux FluxOr; hits give low values; actives 0.37% (n = 340,000);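 active means maximum activity change below -70%; inconclusive means maximum activity change between -70% and -50%; inactive means maximum activity change above -50%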; further: on the % scale 0 is the no-effect control and ±100 the full control effect
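U2OS cells transduced with wild-type KCNH2 virus are loaded with FluxOr dye for 45 min, and thallium flux is measured in kinetic reads before and after stimulation buffer. Rate constants are normalized to DMSO controls.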
TRPV1 agonist: HTS Assay for Compounds that Act as Agonists of the Vanilloid Receptor 1 | activation, % at 8.33 µM | actives 0.19% (n = 320,000) | TRPV1-expressing cells, Fluo-8 calcium influx, agonist mode; in the data active means activation above about 80%; inconclusive means between about 30% and that limit; further: 0% is about no effect
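Cells expressing TRPV1 were dye-loaded with Fluo-8 and read kinetically: 10 s baseline, 3 min after compound (agonist portion), then 2 min after EC20 capsaicin (allosteric enhancer portion). Calcium-bound dye fluorescence at 480/520 nm.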
CXXC DNA block: qHTS Fluorescence Polarization Assay for Inhibitors of MLL CXXC domain - DNA interaction; Potency, µM (top dose mostly 115 µM), for the others: at the top dose activity change, negative = inhibition, hits mostly inhibitors; Histone-lysine N-methyltransferase 2A (Homo sapiens), Q03164; MLL-CXXC / FITC-HOXA9 DNA fluorescence polarization; actives 0.037% (n = 290,000); AID 2662, 2010; active means well fitted inhibition curve with a large enough effect in the polarisation, with a control signal flat, not every such curve was filed as active; inconclusive means small, poorly fitted or top-dose-only effect, or effect the other way, or a change in a side signal; inactive means no such curve, though single readings can be large or run the other way; the % refers to the polarisation; further: potency means the concentration at half of the fitted maximal effect
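Fluorescence polarization: 7 uM MLL-CXXC (stock) preincubated 5 min with compounds, then 50 nM fluorescein-HOX-A9 DNA (stock) added; 30 min ambient. Buffer 50 mM Tris-HCl pH 7.5, 50 mM NaCl, 1 mM DTT, 0.05% BSA.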
Coupling enz: qHTS Assay for Inhibitors of Fructose-1,6-bisphosphate Aldolase from Giardia Lamblia: Coupling assay counterscreen. coupling enzyme system counterscreen, AmpLite Red fluorescence. activity change, negative = inhibition, % at 58.2 µM, hits read low. actives 0.67% (n = 290,000); in the data active means activity change below about -30%; further: on the % scale 0 is the no-effect control and ±100 the full control effect
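Final compound at 57.5 uM, incubated 10 min at RT with coupling enzyme reagent (glyceraldehyde-3-phosphate), then 20 min with substrate and AmpLite Red detection. Fluorescence read at 525/598 nm; tests interference with the coupling assay, not aldolase inhibition.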
MBNL1-CUG inh: qHTS Assay for Inhibitors of MBNL1-poly(CUG) RNA binding. actives 0.036% (n = 280,000). TR-FRET MBNL1-His/biotin-(CUG)12 binding, 665/545 ratio. Muscleblind-like protein 1 (Homo sapiens), Q9NR56. Potency, µM (doses to about 57.5 µM), for the others: top-dose activity change, negative = inhibition, hits mostly inhibitors; active means well fitted inhibition curve with a large enough effect in the signal ratio, with a control signal flat, not every such curve was filed as active; inconclusive means small, poorly fitted or top-dose-only effect, or effect the other way, or a change in a side signal; inactive means no such curve, though single readings can be large or run the other way; the % refers to the signal ratio; further: potency means the concentration at half of the fitted maximal effect; on the % scale 0 is the no-effect control and ±100 the full control effect
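TR-FRET readout: Ex 340 nm, 665/545 nm emission ratio, normalized to buffer-only (basal) and MBNL1-(CUG)12 controls. Complex of MBNL1-His with Biotin-(CUG)12, compounds 92 nM–58 uM, incubated 60 min at room temperature.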
GALK inh: qHTS Assay for Inhibitors of Human Galactokinase (GALK). AID 1868, 2009. Potency, µM (titrated, usually from 57.5 µM), for the others: at the highest dose activity change, negative = inhibition, usual class: inhibitors. actives 0.007% (n = 270,000). P51570. Purified GALK, Kinase-Glo residual ATP luminescence; further: potency means the concentration at half of the fitted maximal effect; on the % scale 0 is the no-effect control and ±100 the full control effect
Target sequence (P51570 whole entry, looked up): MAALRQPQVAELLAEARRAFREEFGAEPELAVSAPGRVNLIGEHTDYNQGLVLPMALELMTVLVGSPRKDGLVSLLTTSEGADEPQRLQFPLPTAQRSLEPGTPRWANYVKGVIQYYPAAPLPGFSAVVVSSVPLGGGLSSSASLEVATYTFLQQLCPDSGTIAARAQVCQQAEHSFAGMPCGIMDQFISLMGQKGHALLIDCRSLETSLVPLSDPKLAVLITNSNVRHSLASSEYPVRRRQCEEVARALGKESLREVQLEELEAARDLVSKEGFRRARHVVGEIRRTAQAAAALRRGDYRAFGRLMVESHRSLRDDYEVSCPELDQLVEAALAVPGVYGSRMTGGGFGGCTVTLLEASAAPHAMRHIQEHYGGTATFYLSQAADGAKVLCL
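GALK at 5 nM final was combined with compound, 35 uM ATP and 100 uM galactose in HEPES pH8.0 with MgCl2 and DTT. The reaction ran one hour at room temperature before luminescent ATP detection.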
* marks the source's active call; other numbers are inactive results; [ ] = remark or other dose. Unless noted, the call rests on the fitted dose curve; in most records, active means well fitted curve in the direction sought with a large enough effect; inconclusive means small, poorly fitted or top-dose-only effect, or another doubt; inactive means no such curve, though single readings can be large; an effect the other way counts as inactive or inconclusive.

For CSc1nc(C)nc(C2CC2)c1C#N the results were KCNH2 3.1 block -8.4, Integrin act MD 22.2%, A-T KAP1 phos 14.5%, ASM inhibitor 3.9%, KCNH2 WT inh 10.0, TRPV1 agonist -2.7, CXXC DNA block 4.6%, Coupling enz 1.4 and MBNL1-CUG inh -5.8%.
`OCC[C@@H]1C[C@H](O)[C@@H](O)[C@]2(Cc3ccccc3CCO2)O1` gave KCNH2 3.1 block 5.2, Integrin act MD -6.5%, A-T KAP1 phos 6.8%, ASM inhibitor 2.2%, KCNH2 WT inh -10.7, TRPV1 agonist -3.1, CXXC DNA block -10.4%, Coupling enz 1.3 and MBNL1-CUG inh -6.5%.
Screening O=C(N/N=C/c1ccc(OCc2ccccc2)cc1)c1ccc(O)cc1 returned KCNH2 3.1 block 2.4, Integrin act MD 16.8%, A-T KAP1 phos 1.5%, ASM inhibitor -0.5%, KCNH2 WT inh 0.9, TRPV1 agonist inconclusive, CXXC DNA block -3.8%, Coupling enz 0.4, MBNL1-CUG inh -0.5% and GALK inh -1.3%.
`COC(=O)c1sc(C(C)(C)C)cc1CSc1ccccc1` gave KCNH2 3.1 block -8.6, Integrin act MD -18.2%, A-T KAP1 phos 14.6%, ASM inhibitor -3.6%, KCNH2 WT inh -0.6, TRPV1 agonist 4.3, CXXC DNA block -3.5%, Coupling enz 1.0 and GALK inh 0.8%.
Screening N#Cc1cccc(NC(=O)Cn2cnc(S(=O)(=O)N3CCc4ccccc43)c2)c1 returned KCNH2 3.1 block 5.6, Integrin act MD -4.9%, A-T KAP1 phos -2.1%, ASM inhibitor -0.2%, KCNH2 WT inh 0.2, TRPV1 agonist -1.0, CXXC DNA block 60.8%[activator], MBNL1-CUG inh -13.4% and GALK inh -9.5%.
`COc1nc(/C=C/N(C)C)c([N+](=O)[O-])c(OC)n1` gave KCNH2 3.1 block -6.1, Integrin act MD 7.9%, A-T KAP1 phos -18.4%, ASM inhibitor -1.2%, KCNH2 WT inh 1.2, TRPV1 agonist -0.7, CXXC DNA block -10.5%, Coupling enz -0.5 and GALK inh 1.6%.
For COc1cccc(C(=O)NCc2cn3ccsc3n2)c1 the results were KCNH2 3.1 block -13.4, Integrin act MD -5.7%, A-T KAP1 phos -0.3%, ASM inhibitor 1.7%, KCNH2 WT inh -5.2, TRPV1 agonist -0.6, CXXC DNA block 1.3%, Coupling enz 3.5, MBNL1-CUG inh 0.3% and GALK inh -1.1%.
`CCCOc1ccc(CCC(=O)O)cc1` gave KCNH2 3.1 block 3.7, Integrin act MD -5.8%, A-T KAP1 phos 6.7%, ASM inhibitor 3.8%, TRPV1 agonist 0.2, CXXC DNA block -11.0%, Coupling enz 3.2, MBNL1-CUG inh inconclusive and GALK inh 2.3%.
`CC(=O)N(C)c1ccc(NC(=O)Nc2ccc(Cl)cc2)cc1` gave KCNH2 3.1 block -29.4, Integrin act MD -0.5%, ASM inhibitor -1.0% and KCNH2 WT inh 1.0.
Cc1ccc(NC2=NC(c3ccccc3)n3c(nc(C)cc3=O)N2)cc1 (stereo not given) was read as KCNH2 3.1 block 0.2, Integrin act MD -21.9%, A-T KAP1 phos 0.1%, ASM inhibitor -2.1%, KCNH2 WT inh -1.2, TRPV1 agonist -0.1, CXXC DNA block -7.4%, Coupling enz 0.3, MBNL1-CUG inh 3.1% and GALK inh 0.7%.
Screening Cc1nnc(SCC(=O)N(C)c2ccccc2)n1-n1cccc1 returned KCNH2 3.1 block 11.6, Integrin act MD 15.7%, A-T KAP1 phos 6.7%, ASM inhibitor -0.5%, KCNH2 WT inh -9.7 and TRPV1 agonist -3.3.
Screening CCOC(=O)C1CCN(C(=O)COc2ccc(S(=O)(=O)NC(C)C)cc2)CC1 returned KCNH2 3.1 block 2.0, Integrin act MD 4.5%, ASM inhibitor 2.4%, KCNH2 WT inh 2.7, TRPV1 agonist -2.3, CXXC DNA block -2.2%, Coupling enz 1.8, MBNL1-CUG inh -9.5% and GALK inh 1.4%.
Cn1c(SCc2ccccc2)nnc1-c1ccc(O)cc1 was read as KCNH2 3.1 block -3.0, Integrin act MD -14.3%, A-T KAP1 phos 6.2%, ASM inhibitor 3.6%, KCNH2 WT inh 1.8, TRPV1 agonist -0.7, CXXC DNA block 0.7%, Coupling enz 5.9, MBNL1-CUG inh -8.9% and GALK inh -5.3%.
Screening CCc1ccc(NC(=O)C2=CC(c3cccs3)=NS(=O)(=O)N2C)cc1 returned KCNH2 3.1 block -9.7, Integrin act MD -29.0%, A-T KAP1 phos 8.3%, ASM inhibitor -18.2%, KCNH2 WT inh 1.2, TRPV1 agonist -0.3, Coupling enz -1.3 and MBNL1-CUG inh inconclusive.
Screening Cc1cc(C)cc(NC(=O)NC(C)C2CCCO2)c1 (stereo not given) returned KCNH2 3.1 block -5.5, Integrin act MD -8.8%, A-T KAP1 phos 12.2%, ASM inhibitor -3.2%, KCNH2 WT inh 6.5, TRPV1 agonist -4.3, CXXC DNA block -2.3%, Coupling enz -4.6, MBNL1-CUG inh -28.1% and GALK inh 7.9%.
`CCC(C)c1ccccc1NC(=O)CN(C)CC(=O)Nc1ccccc1SC` (stereo not given) gave KCNH2 3.1 block 23.9, Integrin act MD 11.7%, A-T KAP1 phos 2.8%, ASM inhibitor -4.0%, KCNH2 WT inh -0.3, TRPV1 agonist 16.0, CXXC DNA block 4.6%, Coupling enz 0.8, MBNL1-CUG inh -6.4% and GALK inh 1.3%.
For COC(=O)c1ccc(CN2CCC(n3nccc3NC(=O)C3CCCC3)CC2)cc1 the results were KCNH2 3.1 block -6.7, Integrin act MD -39.3%, A-T KAP1 phos -3.3%, ASM inhibitor 2.3%, KCNH2 WT inh 39.7, TRPV1 agonist -3.3, CXXC DNA block 3.5%, MBNL1-CUG inh -6.6% and GALK inh -0.2%.
`Fc1ccc(-c2cc(C(F)(F)F)nc(-n3cncn3)n2)cc1` gave KCNH2 3.1 block -2.1, Integrin act MD 15.5%, A-T KAP1 phos -0.2%, ASM inhibitor -2.5%, KCNH2 WT inh 2.4, TRPV1 agonist 4.4, CXXC DNA block 0.6%, Coupling enz 0.2, MBNL1-CUG inh -3.5% and GALK inh 1.0%.
For CC(=O)c1cc(C#N)c(Oc2ccc(F)cc2)nc1C the results were KCNH2 3.1 block -7.6, Integrin act MD 2.7%, A-T KAP1 phos 5.8%, ASM inhibitor 0.6%, KCNH2 WT inh 2.4, TRPV1 agonist 0.3, CXXC DNA block 11.7%, Coupling enz 1.1, MBNL1-CUG inh -6.6% and GALK inh 0.3%.
Screening Cc1nc(-c2ccc(Cl)cc2)sc1C1(C)CC(c2cccnc2)=NO1 (stereo not given) returned KCNH2 3.1 block -21.5, Integrin act MD 20.5%, A-T KAP1 phos 25.8%, ASM inhibitor -1.9%, KCNH2 WT inh 1.3, TRPV1 agonist -4.3, CXXC DNA block 6.8%, Coupling enz -14.1, MBNL1-CUG inh 4.3% and GALK inh -2.2%.
For Cc1cc(C)n2cc(CSc3ccc(Cl)cc3)nc2n1 the results were KCNH2 3.1 block 5.9, Integrin act MD inconclusive, A-T KAP1 phos 4.1%, ASM inhibitor 2.9%, KCNH2 WT inh -4.7, TRPV1 agonist 1.3, CXXC DNA block 5.0%, Coupling enz -3.0, MBNL1-CUG inh 0.1% and GALK inh 0.0%.
Screening COc1ccc(Cl)cc1Nc1cc(C)nc2nc(C)nn12 returned KCNH2 3.1 block 4.8, Integrin act MD 11.7%, A-T KAP1 phos 1.5%, ASM inhibitor -3.5%, KCNH2 WT inh -1.9, TRPV1 agonist 14.2, CXXC DNA block -10.8%, Coupling enz -3.0 and MBNL1-CUG inh -4.7%.

From PubChem
